Pf growth 48h – Primary qHTS for delayed death inhibitors of the malarial parasite plastid, 48 hour incubation | P. falciparum luciferase growth in erythrocytes, 48 h | Potency, µM (highest dose often 28.7 µM), for inactives: at the highest dose activity change, negative = inhibition, usual class: inhibitors | 310,000 compounds, 5.9% hits | AID 504832, 2011; further: potency means the concentration at half of the fitted maximal effect; on the % scale 0 is the no-effect control and ±100 the full control effect
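Erythrocytes infected with P. falciparum carrying an integrated firefly luciferase reporter (2% hematocrit, 0.1% parasitemia final) were exposed to compounds in RPMI 1640 with 0.5% Albumax at 37 C, 5% CO2. Growth inhibition was scored as reduced luminescence.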
FBPA Giardia inh – qHTS Assay for Inhibitors of Fructose-1,6-bisphosphate Aldolase from Giardia Lamblia; Potency, µM (highest dose often 59.6 µM), inactives show top-dose activity, negative = inhibition, usual class: inhibitors; AID 2451, 2010; 290,000 compounds, 0.71% hits; purified Giardia FBPA; further: potency means the concentration at half of the fitted maximal effect; on the % scale 0 is the no-effect control and ±100 the full control effect; nearly all actives have a fitted effect of over 55% in size
Target sequence (A8B2U2 whole entry, looked up): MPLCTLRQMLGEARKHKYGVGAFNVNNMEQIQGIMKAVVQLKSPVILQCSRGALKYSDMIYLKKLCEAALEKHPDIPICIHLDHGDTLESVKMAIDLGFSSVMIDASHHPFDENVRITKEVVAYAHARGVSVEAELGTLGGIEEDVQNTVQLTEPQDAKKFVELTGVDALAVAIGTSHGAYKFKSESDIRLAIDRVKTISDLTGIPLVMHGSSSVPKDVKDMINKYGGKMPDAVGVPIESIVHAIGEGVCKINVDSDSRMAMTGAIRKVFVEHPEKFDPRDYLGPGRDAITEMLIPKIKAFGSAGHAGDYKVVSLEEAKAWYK
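40 nM FBPA preincubated 10 min at RT with compound (up to 57.5 uM final), then substrate plus GAPDH/TPI/NAD/arsenate coupling and diaphorase/resazurin added. Fluorescence read after 20 min at RT, 525/598 nm.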
CHX counter – Cycloheximide Counterscreen for Small Molecule Inhibitors of Shiga Toxin | cell reporter, cycloheximide protein synthesis inhibition counterscreen | max response, % | 300,000 compounds, 12% hits | AID 2314, 2010; in the data active means max response mostly above about 13%, no sharp cut-off; inactive means mostly below about 14%; further: read at 38.3 µM for the half of the compounds with a filed dose; 0% is about no effect
Shiga inhibitor – A qHTS for Small Molecule Inhibitors of Shiga Toxin; Vero cells, Shiga toxin protein synthesis inhibition reporter; inhibition, % at 38.7 µM; 290,000 compounds, 9.2% hits; AID 2315, 2010; in the data active means inhibition mostly above about 28%, no sharp cut-off; inactive means mostly below about 43%; further: 0% is about no effect
Pf growth 96h – Primary qHTS for delayed death inhibitors of the malarial parasite plastid, 96 hour incubation. P. falciparum luciferase reporter growth, 96 h. Potency, µM (titrated, usually from 28.7 µM), for inactives: at the highest dose activity change, negative = inhibition, usual class: inhibitors. 320,000 compounds, 6.9% hits; further: potency means the concentration at half of the fitted maximal effect; on the % scale 0 is the no-effect control and ±100 the full control effect
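Luminescence readout: decreased luciferase signal marks inhibited growth of reporter-expressing P. falciparum in infected red cells (2% hematocrit, 0.05% parasitemia final), exposed to compound two generations (96 h, 37 C, 5% CO2).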
Sm TGR block – qHTS Assay for the Inhibitors of Schistosoma Mansoni Peroxiredoxins; Potency, µM (top dose mostly 114 µM), for the others: top-dose activity change, negative = inhibition, most hits filed as inhibitors; AID 485364, 2010; 360,000 compounds, 3% hits; purified TGR, DTNB reduction, TNB absorbance 405 nm; further: potency means the concentration at half of the fitted maximal effect; on the % scale 0 is the no-effect control and ±100 the full control effect; nearly all actives have a fitted effect of over 60% in size
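Kinetic colorimetric format: TGR-catalysed, NADPH-driven DTNB reduction monitored via TNB absorbance. Enzyme dispensed at 20 nM; compound exposure 15 min at room temperature before reaction start.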
An asterisk follows results filed as active; ? = inconclusive; · = no result given; + = active, no number; & = joins results of further samples; [ ] = remark or other dose. Unless noted, the call rests on the fitted dose curve; in most records, active means well fitted curve in the direction sought with a large enough effect; inconclusive means small, poorly fitted or top-dose-only effect, or another doubt; inactive means no such curve, though single readings can be large; an effect the other way counts as inactive or inconclusive. Rows are unselected; about 24% have a hit in one of these screens.

SMILES	Pf growth 48h	FBPA Giardia inh	CHX counter	Shiga inhibitor	Pf growth 96h	Sm TGR block
C=CCn1c(=S)[nH]c2nc3c(cc2c1=O)CCCC3	9%	0%	29*	29*	38%[activator]	0%
CC(C)N(C(=O)CSc1nc2ccccc2n1Cc1ccccc1)C(C)C	?	-7%	1	5	1%	-2%
CSCCC1NC(=O)N(CC(=O)Nc2c(C(C)C)cccc2C(C)C)C1=O (stereo not drawn)	-2%	4%	13	-4	11%	-2%
CC1(C)Cc2nc(N)c(C(=O)NCCO)cc2CO1	17%	-1%	4	-5	?	4%
Cc1ccc2c(c1)N(CC(=O)NC(C)CCc1ccccc1)C(=O)c1cccnc1O2 (stereo not drawn)	?	12%	1	-4	34%[activator]	-19%
O=C(COc1ncnc2ccccc12)NCCc1ccc(F)cc1	16%	4%	-1	-11	18%	-8%
CCC(CC)C(=O)Nc1ccncc1	1%	-3%	-2	11	13%	·
COc1ccc([C@@H]2CC(=O)c3c(O)cc(O[C@H]4O[C@@H](CO[C@H]5O[C@@H](C)[C@@H](O)[C@@H](O)[C@@H]5O)[C@@H](O)[C@@H](O)[C@@H]4O)cc3O2)cc1O	-4%[12.8 µM]	-1%[21.7 µM]	·	·	-1%[12.8 µM]	·
CNC(=S)Nc1cc(C(=O)N2CCCC2)ccc1N1CCCC1	22%	-3%	7	26	5.2µM*	-1%
COC(=O)[C@]1(CC(C)C)N[C@H](c2ccc(SC3CCCCC3)c(OC)c2)[C@@H]2C(=O)N(C)C(=O)[C@@H]21	?	·	·	·	8.3µM*	-4%
CC(Sc1nnc(C2CC2)n1C1CC1)C(=O)NCc1cccs1 (stereo not drawn)	?	·	·	·	?	0%
NNC(=O)c1[nH]c(-c2ccccc2)cc1-c1ccccc1	?	13%	-2	-11	?	0%
COc1ccc(CC(=O)OC(C)CN2CCOCC2)cc1 (stereo not drawn)	5%	-23%	-4	-3	18%	?
COc1cc(C(C)=O)ccc1OCC(=O)N(CCC1=CCCCC1)c1c(N)n(Cc2ccccc2)c(=O)[nH]c1=O	?	·	·	·	?	-18%
Cc1ccc(S(=O)(=O)N2CCCC2C(=O)n2nc(C)cc2C)cc1 (stereo not drawn)	-2%	5%	-1	-11	20%	-1%
O=C(O)C1C2C=CC(O2)C1C(=O)NCCCn1ccnc1 (stereo not drawn)	-4%	-8%	-1	-3	8%	50µM*
CCC(C)c1ccc(NC(=O)c2ccco2)cc1 (stereo not drawn)	154%[activator]	4%	26*	40	?	7%
CCC(SC1=NCCS1)C(=O)Nc1ccc(S(N)(=O)=O)cc1 (stereo not drawn)	-12%	11%	-3	2	-6%	7%
Nc1cccc(Oc2ccc3c(c2)C(=O)NC3=O)c1	22%	-8%	-3	·	56%[activator]	-5%
Cc1cc(Br)c(NC(=O)COC(=O)C2CC2C)c(Br)c1 (stereo not drawn)	8%	1%	4	-4	-8%	2%
O=C(COC(=O)c1ccc2ccccc2n1)c1ccc(F)cc1	-4%	0%	-5	-12	?	2%
N#Cc1cc([N+](=O)[O-])ccc1Oc1cccc(/C=N/NC(=O)c2cccc(Cl)c2)c1	-9%	?	-1	-1	·	8%
Cc1ccc(-n2c(C(C)n3nc(C)c([N+](=O)[O-])c3C)n[nH]c2=S)cc1 (stereo not drawn)	-12%	-2%	-2	-8	-24%	-13%
CC(C)CCOCC(=O)Oc1ccccc1C(=O)O	2%	21%	2	15	-1%	-1%
C=C1CCN(C(C)C(=O)O)S(=O)(=O)c2ccccc21 (stereo not drawn)	16%	5%&3%	-8&-2	-10&-5	-3%	?
O=C(CCCCC(=O)N1CCN(c2ccccc2)CC1)N1CCN(c2ccccc2)CC1	26%	5%	5	10	?	25%
Cc1ccc(N(CC(=O)NCC2CCCO2)S(C)(=O)=O)cc1Cl (stereo not drawn)	1%	4%	-1	-3	34%[activator]	-3%
CCC(=O)Nc1ccc(C(=O)Cn2ncc(Cl)c(Cl)c2=O)cc1	-21%	0%	46*	54*	-9%	2.8µM*
Cc1ccc(C(=O)Nc2ccc(C(=O)N3CCCCC3)cc2)cc1	-2%	4%	27*	25	12%	2%
O=C(Nc1ccc2oc(-c3ccccc3F)nc2c1)c1ccccc1F	73%[activator]	-3%	30*	48*	-16%	-11%
COc1cc(OC)cc(C(=O)NC(=S)N2CCN(c3ccc(C(F)(F)F)cc3[N+](=O)[O-])CC2)c1	?	-1%	5	6	?	-1%
COc1ccccc1N1CCN(C(c2ccccc2Cl)c2nnnn2C(C)(C)C)CC1 (stereo not drawn)	?	-7%	-3	18	?	3%
Cc1cc(NC(=O)CCC(=O)N(CCC(C)C)CC(=O)NCC2CCCO2)no1 (stereo not drawn)	10%	4%	1	-22	58%[activator]	3%
NNC(=O)CNc1cccc(Cl)c1	43%[activator]	-1%	-1	1	?	4%
O=C(CSc1nnc(-c2ccc(Cl)cc2)n1-c1ccc(Cl)cc1)N/N=C/c1ccco1	-9%	6%	-2	-7	?	-6%
Cn1nc(C(C)(C)C)cc1NC(=O)Nc1ccc(F)cc1F	?	-5%	-2	-16	11%	14%
CCOC(=O)Cc1csc(NC(=O)NC2(C(F)(F)F)Oc3ccccc3O2)n1	·	-7%	9	19	?	14µM*
CCCc1cc(C(N)=O)c(NC(=O)c2ccco2)s1	52%[activator]	2%	29*	+	0.41µM*	-29%
C=CCN1C(=O)C(Cc2ccc(OCC)cc2)S/C1=N\N=C\c1cccs1 (stereo not drawn)	·	-1%	-3	-9	?	0%
COC(=O)[C@H](C)NC(=O)Nc1ccc(Oc2ccccc2)cc1	12%	-5%	9	2	?	-2%

Four entries drawn at random from the list so far, as already listed:
SMILES	Pf growth 48h	FBPA Giardia inh	CHX counter	Shiga inhibitor	Pf growth 96h	Sm TGR block
CCCc1cc(C(N)=O)c(NC(=O)c2ccco2)s1	52%[activator]	2%	29*	+	0.41µM*	-29%
C=CCN1C(=O)C(Cc2ccc(OCC)cc2)S/C1=N\N=C\c1cccs1 (stereo not drawn)	·	-1%	-3	-9	?	0%
COc1cc(OC)cc(C(=O)NC(=S)N2CCN(c3ccc(C(F)(F)F)cc3[N+](=O)[O-])CC2)c1	?	-1%	5	6	?	-1%
COC(=O)[C@H](C)NC(=O)Nc1ccc(Oc2ccccc2)cc1	12%	-5%	9	2	?	-2%

The results go on:
SMILES	Pf growth 48h	FBPA Giardia inh	CHX counter	Shiga inhibitor	Pf growth 96h	Sm TGR block
COc1ccc(OC)c(Nc2nc(NCc3ccco3)c3ccccc3n2)c1	?	-27%	-2	·	43%[activator]	-12%
COc1cccc2c1OC1(C)CC2NC(=O)N1c1cccc(C(=O)N2CCN(c3ccccn3)CC2)c1 (stereo not drawn)	-24%	1%	-1	-4	56%[activator]	-3%
COc1ccc(C2COC(=O)C2=N)c(NC(=O)c2ccccc2)c1 (stereo not drawn)	4%	0%	-5	-9	26%	-3%
COc1ccc(CN2CCN(CC3CC3)CC2CCO)c(C)c1C (stereo not drawn)	-1%	4%	-3	-10	?	9%
COc1ccc(NC(=O)C/C(C)=N/NC(=O)c2cccs2)c([N+](=O)[O-])c1	18%	-4%	61*	120*	?	2%
COc1cccc(N2CCN(c3c(C#N)c(C(F)(F)F)nn3C)CC2)c1	?	-4%	-2	-14	·	17%
Cc1ccc(Cn2nnc3c(=O)[nH]c(C4CCN(C(=O)Cc5cccs5)CC4)nc32)cc1	-50%	4%	-5	-31	?	-25%
CCCn1c(=S)[nH]c2cc(C(=O)N3CCN(c4ccccc4OC)CC3)ccc2c1=O	0%	0%	-2	14	3%	-3%
CCOc1ccc2[nH]cc(C(=O)NCc3ccc(F)cc3)c(=O)c2c1	?	14%	-1	-2	0%	9%
COc1ccc2oc(C(=O)NC3CCCCC3)c(C)c2c1	41%[activator]	·	47*	114*	-24%	-2%
Cc1ccccc1NS(=O)(=O)c1cccc2nsnc12	-5%	-1%	-3	-4	?	3%
CN1CCN(NC(=S)Nc2ccccc2)CC1	26%	-9%	18	1	-78%	-3%
COc1ccc(C)cc1S(=O)(=O)N(C)CC(=O)N1CCCCCC1	-1%	3%	-4	-6	·	0%
Cc1occc1C(=O)N1CCN(S(C)(=O)=O)CC1	27%	6%	-2	-2	·	0%
CCCn1c(=O)c(C(=O)Nc2cnccn2)c(O)c2ccccc21	3%	11%	-2	3	·	2%
Cc1ccc(S(=O)(=O)N2CCC(C(=O)NNC(=O)c3ccccc3)CC2)cc1	3%	1%	-3	-9	120%[activator]	-4%
CN(C)/C(=N\OC(=O)c1ccccc1)c1nonc1N	-30%	4%	-3	-9	?	-18%
CCOC(=O)C1=C(C)N(C)C(C)=C(C(=O)OCC)C1c1ccc(Cl)cc1	?	-4%	5	8	?	-6%
CCCCCCCC(=O)N/N=C(/C)c1c(O)cc(C)oc1=O	76%[activator]	7%	-5	14	50%[activator]	1%
COC(=O)CSc1nc2ncc(Cl)cc2[nH]1	25%	?	-1	-6	13µM*	-14%
Cc1nc(N)sc1C(=O)N/N=C/c1ccc([N+](=O)[O-])cc1	16%	1%	-2	0	20%	0%
O=C(Nc1ccc(F)cc1)c1oc2ccccc2c1NC(=O)C1CCCC1	?	-1%	-5	-17	212%[activator]	-28%
CCn1c(=N)n(CC(=O)c2cccc(OC)c2)c2ccccc21	?	6%	35*	59	48%[activator]	-4%
O=[N+]([O-])c1ccc(O)c(CSc2nnnn2-c2ccccc2)c1	-14%	15%	-2	-7	?	0%
COc1ccc(C(=O)Nc2cc(C)nn2-c2nc3ccccc3[nH]2)c(OC)c1	?	18µM*	20*	20	-131%	6%
Nc1nc(SCC(=O)NCCCO)nc2sc3c(c12)CCC3	40%[activator]	4%	1	-1	-1%	-21%
N#Cc1ccsc1NC(=O)C1CCCN1S(=O)(=O)c1cccs1 (stereo not drawn)	?	·	·	·	-16%	1%
Cc1ccc(NC(=O)CSc2ccccc2NC(=O)c2ccccc2Cl)cc1Cl	?	-1%	18*	26	-2%	-13%
CCOc1ccc(C(=O)Nc2nncs2)cc1OCC	12%	-4%	0	-7	·	11%
O=C(CN1CCOCC1)Nc1cc([N+](=O)[O-])ccc1Cl	6%	1%	-3	3	3%	6%

Record cards, from the list above. Order of screens: Pf growth 48h, FBPA Giardia inh, CHX counter, Shiga inhibitor, Pf growth 96h, Sm TGR block
O=C(Nc1ccc(F)cc1)c1oc2ccccc2c1NC(=O)C1CCCC1 reads ?, -1%, -5, -17, 212%[activator], -28%
CCC(CC)C(=O)Nc1ccncc1 reads 1%, -3%, -2, 11, 13%, ·
CCCn1c(=S)[nH]c2cc(C(=O)N3CCN(c4ccccc4OC)CC3)ccc2c1=O reads 0%, 0%, -2, 14, 3%, -3%

The list goes on.
SMILES	Pf growth 48h	FBPA Giardia inh	CHX counter	Shiga inhibitor	Pf growth 96h	Sm TGR block
CCOc1ccccc1C(=O)Nc1ccc(C(=O)c2ccccc2)cc1	0%	4%	5	49	-22%	4.5µM*
CCC1(c2ccccc2)NC(=O)N(Cc2cccc([N+](=O)[O-])c2)C1=O (stereo not drawn)	-14%	-1%	-2	-25	?	4%
O=C(NCc1ccccc1)c1c[nH]c2cc3c(cc2c1=O)OCCO3	11%	4%	37*	30*	-26%	5%
N#CCCN(/N=C/c1cccnc1)C1=NS(=O)(=O)c2ccccc21	-22%	0%	3	3	-8%	36%[activator]
CC(NC(=O)CSc1nnc(-c2cc3cc(Cl)ccc3o2)n1C)c1ccccc1 (stereo not drawn)	?	-3%	6	19	4.7µM*	6%
N#CC1=C2SCN(c3ccccc3)CN2C(=O)CC1c1ccccc1Cl (stereo not drawn)	·	?	9	23	?	22µM*
O=C(O)c1cccc2c1C(=O)c1ccc(-c3ccc(Cl)c(C(F)(F)F)c3)cc1S2(=O)=O	65%[activator]	·	·	·	73%[activator]	-29%

Assay outcomes deposited in PubChem BioAssay by National Center for Advancing Translational Sciences (NCATS).
